GAA inhib – blocks human lysosomal alpha-glucosidase; purified human GAA, 4-MU-alpha-glucoside fluorescence; Potency, µM (highest dose often 76.9 µM), inactives show at the highest dose activity change, negative = inhibition, actives largely listed as inhibitors; hit rate 0.005% among 200,000;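 also: plate controls were uninhibited enzyme wells for no effect and no-enzyme background for full effect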
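Human enzyme at 4 nM with 400 uM 4-methylumbelliferyl-alpha-D-pyranoside, citrate/phosphate buffer pH 5.0, 0.005% Tween-20, 20 min at room temperature. Compounds up to 77 uM. 4-MU fluorescence (Ex 365/Em 440) read after NaOH/glycine stop; AC50 from Hill fit.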
RECQ1 inh – blocks DNA unwinding by human RECQ1 | P46063 | RECQ1 DNA unwinding, red fluorescence kinetic read | Potency, µM (series often up to 57.3 µM), inactives show at the top dose activity, negative = inhibition, most hits filed as inhibitors | hit rate 0.54% among 240,000;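 also: plate controls were vehicle for no effect and no enzyme for full effect; nearly all actives have a fitted effect of over 30% in size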
Target sequence (P46063 whole entry, looked up): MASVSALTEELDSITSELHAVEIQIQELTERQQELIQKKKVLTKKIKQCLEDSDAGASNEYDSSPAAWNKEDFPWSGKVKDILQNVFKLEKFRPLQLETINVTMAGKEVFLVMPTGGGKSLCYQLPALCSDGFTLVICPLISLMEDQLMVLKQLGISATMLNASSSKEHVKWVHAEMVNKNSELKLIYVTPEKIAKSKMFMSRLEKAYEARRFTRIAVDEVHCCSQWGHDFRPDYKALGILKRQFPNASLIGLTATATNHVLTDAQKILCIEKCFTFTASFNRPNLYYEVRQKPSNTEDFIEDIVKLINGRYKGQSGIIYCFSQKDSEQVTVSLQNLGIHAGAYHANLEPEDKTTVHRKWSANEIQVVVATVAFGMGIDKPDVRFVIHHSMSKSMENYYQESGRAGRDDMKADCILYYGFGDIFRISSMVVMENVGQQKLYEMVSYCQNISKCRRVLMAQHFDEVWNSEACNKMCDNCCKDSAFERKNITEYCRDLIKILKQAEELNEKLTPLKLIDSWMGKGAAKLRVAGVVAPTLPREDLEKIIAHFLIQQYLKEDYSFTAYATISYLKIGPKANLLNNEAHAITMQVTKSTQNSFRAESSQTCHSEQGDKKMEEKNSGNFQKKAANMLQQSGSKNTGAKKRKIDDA
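50 nM RECQ1T1 preincubated 15 min with compound in Tris pH 8.0 buffer with MgCl2, DTT, Tween-20 and 2.5 ug/ml poly(dI-dC); started with 200 nM TAMRA/BHQ-2 forked duplex and 2 mM ATP. Unwinding read as fluorescence (525/598 nm), two reads 2 h apart.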
aGlu spleen mod – lysosomal alpha-glucosidase (human) modulation; P10253; human spleen homogenate, 4-MU-alpha-glucoside fluorescence; Potency, µM (doses to about 79.9 µM), for inactives: at the top dose activity change, negative = inhibition, hits mostly inhibitors; hit rate 0.006% among 240,000;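 also: 0% = enzyme with vehicle and -100% = no enzyme basal signal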
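Compounds were titrated against alpha-glucosidase in spleen homogenate at pH 5.0, with 1 mM 4-methylumbelliferyl substrate for 40 min at 37 C. Reactions were quenched with pH 10 NaOH/glycine and fluorescence measured.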
GAA glycogen mod – GAA glycogen-cleavage inhibition or activation; recombinant GAA, glycogen substrate, Amplex Red glucose oxidase fluorescence; hit rate 0.38% among 300,000; AID 2100; Potency, µM (top dose mostly 76.4 µM), for the others: at the top dose activity change, negative = inhibition, actives largely listed as inhibitors;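 also: 0% = full enzyme reaction and -100% = no-enzyme basal signal; the screen sought inhibitors and activators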
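Recombinant enzyme (4 nM final) with compounds titrated up to 77 uM and bovine liver glycogen (30 ug) in citrate pH 5.0, 0.01% Tween-20, 37 C 40 min. Released glucose detected by Amplex Red/glucose oxidase (Ex 573/Em 610); AC50 from Hill fits.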
GoLoco inh red – RGS12 GoLoco-Gai1 interaction inhibition; P63096; Gai1:RGS12 GoLoco peptide FP, rhodamine, 10 min; Potency, µM (highest dose often 61.6 µM), inactives show top-dose activity, negative = inhibition, most hits filed as inhibitors; hit rate 0.44% among 230,000; AID 880; active = well fitted inhibition curve with a large enough effect, not every such curve was filed as active; inactive = no such curve, though single readings can be large or run the other way; also: nearly all actives have a fitted effect of over 30% in size; many of its hits are not listed in these tables
L3MBTL1 block – L3MBTL1 (human) inhibition; Q9Y468; AlphaScreen L3MBTL1–H3K9me1 peptide binding; Potency, µM (series often up to 57.1 µM), for the others: at the top dose activity, negative = inhibition, hits mostly inhibitors; hit rate 0.66% among 230,000; also: nearly all actives have a fitted effect of over 60% in size
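Read-out is AlphaScreen signal from streptavidin donor and nickel chelate acceptor beads (10 ug/mL final each) bridging L3MBTL1 (50 nM) and biotinylated K9-monomethylated H3(1-15) peptide (75 nM), after 30 min compound exposure at room temperature.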
TRb SRC2 PPI – TRbeta-SRC2 interaction inhibition | P10828 | Potency, µM (doses to about 106 µM), without a hit: at the highest dose activity change, negative = inhibition, usual class: inhibitors | TRbeta-SRC2 peptide binding, fluorescence polarization; receptor liganded with 1 µM T3 | hit rate 0.065% among 280,000;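 also: plate controls were bound peptide for no effect and peptide without receptor for full effect; nearly all actives have a fitted effect of over 50% in size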
Target sequence (P10828 whole entry, looked up): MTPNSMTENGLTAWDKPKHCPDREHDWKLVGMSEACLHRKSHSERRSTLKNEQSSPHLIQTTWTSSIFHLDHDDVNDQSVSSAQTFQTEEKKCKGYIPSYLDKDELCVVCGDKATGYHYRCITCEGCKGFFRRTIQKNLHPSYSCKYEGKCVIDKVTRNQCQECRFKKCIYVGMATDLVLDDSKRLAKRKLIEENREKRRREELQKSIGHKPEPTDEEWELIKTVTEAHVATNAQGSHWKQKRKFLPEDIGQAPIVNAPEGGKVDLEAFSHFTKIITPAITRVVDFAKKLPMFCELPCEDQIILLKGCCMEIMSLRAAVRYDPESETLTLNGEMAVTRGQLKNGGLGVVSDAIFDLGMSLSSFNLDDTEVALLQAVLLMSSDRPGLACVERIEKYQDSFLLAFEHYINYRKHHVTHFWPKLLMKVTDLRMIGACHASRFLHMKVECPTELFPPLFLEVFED
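Decrease in fluorescence polarization of 20 nM Texas Red SRC2 coactivator peptide flagged inhibition of its binding to 0.6 uM TRb LBD; 1 uM T3 included, incubation 5 hr, ex 555/em 632 nm.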
TR SRC2 fluor cs – alters Texas Red total fluorescence, flagging assay interference. AID 1479. TRb/SRC2 Texas Red total fluorescence interference. Potency, µM (doses to about 106 µM), inactives show at the top dose fluorescence change, negative = quenching. hit rate 0.29% among 280,000; active = well fitted curve in either direction with a large enough effect; inconclusive = small, poorly fitted or top-dose-only effect
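Human TRβ ligand-binding domain (0.6 uM) and Texas Red SRC2 peptide (20 nM) in Tris buffer with 1 uM T3 and 5% DMSO were incubated with pinned compound for 5 hr at ambient temperature. Total fluorescence was computed as S + 2P (555/632 nm).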
* = called active by the depositor; i = inactive; ? = inconclusive; . = no result given; & = joins results of further samples; [ ] = remark or other dose. Unless noted, calls follow the shape of the dose curve; as a rule, active = well fitted curve in the direction sought with a large enough effect; inconclusive = small, poorly fitted or top-dose-only effect, or another doubt; inactive = no such curve, though single readings can be large; an effect the other way counts as inactive or inconclusive. Unless noted, % is scaled to controls: 0 for no effect and ±100 for the full control effect; potency is read from the fitted curve at half-maximal effect.

Value order – GAA inhib, RECQ1 inh, aGlu spleen mod, GAA glycogen mod, GoLoco inh red, L3MBTL1 block, TRb SRC2 PPI, TR SRC2 fluor cs
> CSc1nc(-c2ccccc2)ccc1C(N)=O
 : -1%, -11%, 0%, 1%, 11%, -15%, -4%, 2%
> Cc1c(C(=O)N2CCCCC2)sc(N)c1C#N
 : -13%, -2%, 0%, -12%, 2%, 3%, -4%, 1%
> Cc1ccsc1/C=N/Nc1ccc(Cl)nn1
 : ., i, 1%, -8%, 18%, ., 5%, -1%
> CC1Cc2ccccc2N1C(=O)COC(=O)c1ccc(Cl)nc1 (stereo not drawn)
 : -9%, i, -7%, 13%, 90%[activator], -1%[2.29 µM], 0%, -1%
> Cc1cc(=O)oc2cc(OCC3CC(c4ccc(N(C)C)cc4)=NO3)ccc12 (stereo not drawn)
 : -1%, -2%, 1%, 12%, ., -5%, 5%, 0%
> Cc1ccc(/C=N/Nc2nc(N3CCOCC3)nc(N3CCOCC3)n2)o1
 : -3%, -14%, -1%, -8%, -20%, ., -2%, -2%
> COCC(C)n1c(C)cc(C(=O)Cn2c(=O)oc3ccccc32)c1C (stereo not drawn)
 : 1%, i, -4%, 4%, 2%, -9%, 1%, -1%
> CC1(C)Cc2c(sc(NC(=O)c3ccc4ncsc4c3)c2C(N)=O)C(C)(C)N1
 : -14%, 22%, -23%, -1%, 15%, ., -11%, -4%
> COc1cccc(C2NC(=O)NC(C)=C2C(=O)OCC2CCCO2)c1 (stereo not drawn)
 : -2%, 6%, ., 5%, -5%, ?, -3%, -7%
> CCOc1ccc(NC(=S)N2CCC(c3nc4ccccc4[nH]3)CC2)cc1
 : 15%, 3%, 5%, 4%, 12%, -6%, -12%, -1%
> CC(=O)NCCc1ccc(S(=O)(=O)N2CCCC2)cc1
 : -10%, -1%, 1%, 1%, 3%, -1%, -6%, 0%
> Cc1nnc(SCC(=O)N2CCN(S(=O)(=O)c3ccc(Cl)cc3)CC2)n(N)c1=O
 : ?, -7%, 5%, -1%, 2%, 1%, -16%, -1%
> COC(=O)C1=NN(C(C)=O)C2(CC(=O)N(c3cc(C)cc(C)c3)C2=O)C1 (stereo not drawn)
 : ?, -9%, -4%, -7%, -8%, 3%, -3%, 3%
> O=C1C2C3CCCC3=C3CCCC3C2C(=O)N1c1ccc(Cl)cc1 (stereo not drawn)
 : -8%, -5%, 4%, -2%, -7%, ., 0%, -7%
> COc1cc(COCC(O)CN2CCN(CCN3C(=O)c4cccc5cccc(c45)C3=O)CC2)cc(OC)c1OC (stereo not drawn)
 : -9%, -18%, -2%, 4%, 7%, -13%, -4%, ?
> S=C(NCCc1ccccn1)Nc1ccc(Cl)cc1Cl
 : -1%, i, -1%, -12%, 4%, 5%[11.4 µM], -4%, -4%
> O=C(CSCC(=O)N1CCCCC1)Nc1nc(-c2ccccc2)c(-c2ccccc2)s1
 : -5%, i, -6%, -12%, 8%, -12%, 6%, -1%
> CC(C)C(=O)NC(c1cccs1)c1cc([N+](=O)[O-])c2cccnc2c1O (stereo not drawn)
 : -12%, -2%, -7%, 0%, -8%, 10µM*, -21%, 2%
> Nc1nc(SCCOc2ccccc2)n[nH]1
 : 7%, -1%, 4%, 0%, 2%, -3%, -7%, -1%
> Cc1ccc(N2CCN(S(=O)(=O)N3CCOCC3)CC2)cc1C
 : 5%, i, 4%, -3%, 6%, ., 4%, -4%
> CCOC(=O)C1CCCN(C(=O)Cc2ccc(Cl)cc2)C1 (stereo not drawn)
 : 0%, -3%, -4%, -8%, 5%, ., 7%, 1%
> CN1/C(=C\C(=O)c2cncc(Br)c2)C(C)(C)c2ccccc21
 : -4%, i, -4%, -5%, 164%[activator], 83%[activator], 13%, 7%
> CCN(CC)C(=O)CCc1nnc(Cc2cccc(C(F)(F)F)c2)o1
 : 12%, i, 3%, 2%, 9%, -6%, 7%, -4%
> O=C(CCNS(=O)(=O)c1ccc(Br)s1)N1CCCCC1
 : 3%, -5%, 0%, -3%, 3%, 9%, -7%, -3%
> COc1ccc(N2CCN(C(=O)CSc3ncccc3-c3nc4ccccc4[nH]3)CC2)cc1
 : 5%, -12%, -3%, -9%, 84%[activator], -3%, 14%, 10%
> O=C(c1ncc[nH]1)c1cccs1
 : ., 1%, -6%, 4%, -11%, -1%, -17%, -3%
> c1ccc(-c2noc(-c3cccnc3)n2)cc1
 : 7%, i, 0%, -3%, 0%, ., -2%, 1%
> Cc1ccc(/C(O)=C2/C(=O)C(=O)N(Cc3cccnc3)C2c2ccccn2)cc1 (stereo not drawn)
 : -5%, -3%, 1%, 4%, -5%, 0%, 9%, 0%
> COc1ccccc1CC1S/C(=N/N=C/c2ccco2)NC1=O (stereo not drawn)
 : 5%, -3%, 0%, 4%, 10%, -3%, 5%, -2%
> O=C(COC(=O)c1ccccn1)Nc1c(Cl)cccc1Cl
 : 1%, -9%, -7%, 11%, 6%, 11%, 2%, 1%
> CCOC(=O)c1c(C)[nH]c(C)c1C(=O)Cn1nnc(-c2ccccc2C)n1
 : -1%, 2%, -12%, -5%, 7%, ., 2%, -7%
> CC(C)n1nc(C(=O)Oc2ccc(Cl)cc2)c2ccccc2c1=O
 : -7%, -14%, -1%, -5%, -2%, 9%, -14%, 0%
> COc1ccc(-n2cccc2/C=C/[N+](=O)[O-])cc1
 : -10%, -4%, -7%, 1%, 10%, -5%, -1%, -4%
> O=C(O)[C@@H]1CCCN1c1ncnc2sc3c(c12)CCC3
 : -1%, -1%, -8%, -2%, 10%, 8%, 4%, 0%
> CCN1CCN(C(=O)Cn2cnc3sc(C)c(S(=O)(=O)N4CCN(c5ncccn5)CC4)c3c2=O)CC1
 : -3%, 0%, -17%, 3%, -1%, ., -6%, -1%
> CCOC(=O)CN1C(=O)C(Sc2n[nH]c(-c3cccc(C)c3)n2)CCc2ccccc21 (stereo not drawn)
 : 0%, -6%, 5%, -9%, ., -4%, 3%, -2%
> CCCn1c(=O)c(Cc2ccccc2)c(O)c2ccccc21
 : 7%, -8%, 2%, -5%, 4%, -4%, -13%, 2%
> COc1cccc(Oc2cn[nH]c2-c2ccc(OC)cc2O)c1
 : -1%, -2%, 0%, -4%, 5%, -9%, 1%, 0%
> CCc1ccccc1NCC(=O)Nc1ccccc1C(=O)OC
 : 2%, -12%, 2%, -12%, ., 5%, -2%, -1%
> O=C(O)CSc1nnnn1-c1ccc2c(c1)OCCO2
 : -7%, -12%, -12%, 8%, 3%, ., -12%, -2%

2 of these compounds in a different format.
| smiles | GAA inhib | RECQ1 inh | aGlu spleen mod | GAA glycogen mod | GoLoco inh red | L3MBTL1 block | TRb SRC2 PPI | TR SRC2 fluor cs |
| --- | --- | --- | --- | --- | --- | --- | --- | --- |
| COc1ccc(-n2cccc2/C=C/[N+](=O)[O-])cc1 | -10% | -4% | -7% | 1% | 10% | -5% | -1% | -4% |
| O=C(O)[C@@H]1CCCN1c1ncnc2sc3c(c12)CCC3 | -1% | -1% | -8% | -2% | 10% | 8% | 4% | 0% |

Going on with the list.
Value order – GAA inhib, RECQ1 inh, aGlu spleen mod, GAA glycogen mod, GoLoco inh red, L3MBTL1 block, TRb SRC2 PPI, TR SRC2 fluor cs
> Cc1cc(C)c(C)c(S(=O)(=O)N2CCNCC2)c1C
 : 4%, i, -4%, 5%, 12%, 0%, 2%, -3%
> Cc1cc(C)cc(N(CC(=O)N/N=C/c2ccncc2)S(=O)(=O)c2ccccc2)c1
 : -6%, i, 2%, -21%, 14%, -1%, 7%, -2%
> N#CCC(=O)Nc1ccc(C(F)(F)F)cc1N1CCOCC1
 : -15%, -9%, 4%, -6%, 13%, ., -5%, -7%
> COC(=O)C(CC(C)C)NC(=O)/C=C/c1ccc(Cl)cc1 (stereo not drawn)
 : 1%, 10%, -13%, 24%, -5%, 2%, -4%, 0%
> COc1cc2[nH]c(=O)n(CCC(=O)NC3CCN(Cc4ccccc4)CC3)c(=O)c2cc1OC
 : -5%, -8%, 7%, -1%, 10%, 8%, -10%, -1%
> O=C(O)c1c[nH]c2ccc(F)cc2c1=O
 : -4%, -7%, 2%, 10%, 3%, 3%, 1%, 1%
> CN(C)c1ccc(-c2cccc(C3CC=CC4C3C(=O)N(Cc3ccccc3)C4c3ccc(C(F)(F)F)cc3)c2)cc1 (stereo not drawn)
 : ., -9%, -1%&-3%, 3%, 14%, ., 3%&1%, -1%&0%
> Cc1ccc(S(=O)(=O)N(Cc2cc3ccccc3[nH]c2=O)c2cccc(C)c2)cc1
 : -10%, -6%, -9%, -8%, 5%, 3%, -4%, 0%
> CCOC(=O)CSc1cc(=O)n(C)c2cc(Cl)ccc12
 : 0%, -3%, -5%, -2%, -3%, 1%, -3%, 2%
> C=C(C)COc1ccc(-c2nc(N)ncc2Oc2ccccc2OCC)c(O)c1
 : -6%, -20%, -15%, -6%, 2%, 4%[11.4 µM], 2%, -5%
> C=CCNC(=O)c1ccc(N(CC=C)S(C)(=O)=O)cc1
 : 5%, -5%, -1%, 2%, 6%, 3%, 11%, -2%
> O=C(CCSc1ccc(Cl)cc1)N1CCN(c2ncccn2)CC1
 : ?, -1%, 1%, 3%, -5%, 4%, 6%, 1%
> CC1=NN(Cc2ccccc2)C(=O)C1
 : -2%, 12%, -20%, ?, 7%, -5%, ?, 2%
> Cc1ccc(NC(=O)c2ccc(NCCCN3CCOCC3)c([N+](=O)[O-])c2)cc1Cl
 : ?, 9%, -7%, 11%, 12%, -20%, 5%, -4%
> O=S(=O)(c1cc(Cl)ccc1Cl)N1CCN(Cc2ccc3c(c2)OCO3)CC1
 : -6%, -11%, -2%, 5%, 2%, ., -1%, 0%
> CS(=O)(=O)N1CCCC(C(=O)NC2CCCCCCC2)C1 (stereo not drawn)
 : -7%, -4%, 6%, 6%, -3%, 7%, 0%, 1%
> O=C(NCc1ccccn1)C1(C(F)(F)F)C/C(=C\Cc2ccccc2)CCCO1 (stereo not drawn)
 : ., 0%, 2%, ., ., ., -10%, 0%
> O=C(N1CCN(Cc2ccccc2)CC1)C(Cl)(Cl)Cl
 : -5%, 2%, 10%, -2%, 14%, 5%, -5%, -2%
> FC(F)(F)c1ccc(N=Cc2sc(N3CCOCC3)nc2-c2ccccc2)cc1
 : -2%, 4%, -4%, 20%, 9%, -2%, -5%, 1%

The list is partial, so the mix of outcomes need not match the whole.
